# TbMetRS inhib: blocks T. brucei methionyl-tRNA synthetase activity | hit rate 0.4% among 360,000 | inhibition, % at 11.9 µM | purified T. brucei MetRS, ATP depletion, Kinase-Glo luminescence | AID 624268;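 active = inhibition above a per-plate cutoff of the control wells' mean inhibition plus 3 SD, cut at about 5.5% in these data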;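 also: 0% = DMSO wells median and 100% = median of wells with control inhibitor compound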
#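 technique = Kinase-Glo luminescence, ATP depletion format | system = purified MetRS (methionyl-tRNA synthetase) enzyme from Trypanosoma brucei | timing = 15 min preincubation, 2 h reaction, all 25 °C | evaluation = percent inhibition versus plate control medians | dosing = single dose, 11.9 µM final nominal, 0.9% final DMSO | also added = substrates ATP, L-methionine and bulk Escherichia coli tRNA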
# LMPTP inh: blocks human LMPTP phosphatase; recombinant LMPTP-A, OMFP fluorogenic substrate, fluorescence intensity; inhibition, % at 20 µM; hit rate 0.22% among 360,000;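 active = compounds that cut the enzyme signal by at least half of the control window in the single-dose screen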;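 also: plate controls were DMSO wells with enzyme plus substrate for no effect and substrate without enzyme for full effect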
#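 Buffer or medium: Bis-Tris pH 6.0, DTT, detergent; Assay system: LMPTP-A enzyme; Quantity: 0.625 nM enzyme; Detection: endpoint fluorescence intensity; Times: 50 min dark incubation at room temperature; Controls: substrate-only low control, DMSO enzyme-plus-substrate high control; Doses: single 20 µM dose; Read-out: percent inhibition versus substrate-only and uninhibited controls; Reagent: 400 µM OMFP.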
# CendR NRP1 mod: alters CendR peptide binding to human NRP-1 | O14786 | FAM-RPARPAR peptide binding to NRP-1, fluorescence polarization | inhibition, % at 25 µM | hit rate 0.85% among 360,000 | AID 602438;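 active = inhibition or corrected inhibition above about 18%, plus a signal ratio from 0.5 to 1.5, limit read from the data, passing the limit was not always enough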; also: strong numbers were not always called active
# Target sequence (O14786 whole entry, looked up): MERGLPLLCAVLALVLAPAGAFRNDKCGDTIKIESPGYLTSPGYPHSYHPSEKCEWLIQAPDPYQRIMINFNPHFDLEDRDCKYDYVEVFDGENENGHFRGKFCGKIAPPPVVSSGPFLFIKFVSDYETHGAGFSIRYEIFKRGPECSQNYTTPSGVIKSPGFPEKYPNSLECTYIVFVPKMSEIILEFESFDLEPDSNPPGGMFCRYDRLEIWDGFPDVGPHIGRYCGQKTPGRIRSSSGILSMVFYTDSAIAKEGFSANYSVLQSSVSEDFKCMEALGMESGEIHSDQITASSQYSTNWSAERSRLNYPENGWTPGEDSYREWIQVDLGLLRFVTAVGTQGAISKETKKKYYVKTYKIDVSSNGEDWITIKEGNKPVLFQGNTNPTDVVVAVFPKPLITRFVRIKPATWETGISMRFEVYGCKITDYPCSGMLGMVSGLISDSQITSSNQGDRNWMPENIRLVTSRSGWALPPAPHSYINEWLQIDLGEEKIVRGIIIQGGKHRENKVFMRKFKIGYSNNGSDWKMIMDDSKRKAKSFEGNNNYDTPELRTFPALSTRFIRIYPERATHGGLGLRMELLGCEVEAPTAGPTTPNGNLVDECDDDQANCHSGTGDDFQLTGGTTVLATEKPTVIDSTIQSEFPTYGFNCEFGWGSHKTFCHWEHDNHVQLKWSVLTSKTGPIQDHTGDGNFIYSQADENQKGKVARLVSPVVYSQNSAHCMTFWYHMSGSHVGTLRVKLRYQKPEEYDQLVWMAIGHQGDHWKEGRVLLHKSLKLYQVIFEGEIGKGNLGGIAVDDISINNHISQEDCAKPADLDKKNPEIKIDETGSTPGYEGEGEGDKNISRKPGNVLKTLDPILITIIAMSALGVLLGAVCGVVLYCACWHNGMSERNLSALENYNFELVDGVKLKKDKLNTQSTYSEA
# Neddyl block: inhibitors of human cullin neddylation; TR-FRET cullin neddylation, biochemical; hit rate 0.58% among 360,000; calls only at 25 µM; in the data active = inhibition above about 36%
# DNMT1 inh: blocks human DNA methyltransferase DNMT1. P26358. DNMT1 molecular beacon, Hinp1I cleavage, fluorescence. inhibition (reported as % activation of signal), % at 10 µM. hit rate 0.83% among 360,000. AID 588458; in the data active = inhibition above about 50%
# SKN-1 inh: blocks SKN-1 activity in C. elegans | C. elegans VP596 Pgst-4::GFP/RFP ratio, acrylamide-induced, 24 h | hit rate 0.49% among 360,000 | AID 624304 | inhibition, % at 21.8 µM;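 active = interference check ratio from 0.5 to 1.5 plus GFP to RFP signal ratio inhibition reaching or exceeding a fixed threshold, cut at about 30% in these data, passing the limit was not always enough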; also: some compounds called inactive have numbers as strong as hits
# STEP block: inhibitors of human striatal-enriched phosphatase STEP; recombinant STEP, OMFP fluorogenic substrate, fluorescence; P54829; inhibition, % at 20 µM; AID 588621; hit rate 0.25% among 360,000;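 active = inhibition at 20 µM, scaled per plate between control wells, above about 37%, limit read from the data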;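 also: 0% = DMSO with enzyme and substrate and 100% = substrate only without enzyme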
#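 Measure: Control-normalized % inhibition with plate pattern correction | Test system: STEP phosphatase, cell-free reaction | Medium: pH 6.0 Bis-Tris with DTT and Tween 20 | Technique: Fluorescence, 480/540 nm | Times: Reaction 20 min, ambient temperature | Doses: Single compound dose of 20 µM, 1% DMSO final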
# NadD inh: inhibitors of Staphylococcus aureus NadD | hit rate 0.78% among 360,000 | purified NadD enzyme, colorimetric absorbance read-out | inhibition, % at 20 µM | AID 602399; in the data active = inhibition above about 26%; also: some compounds past the cut are filed as inactive
# SUMO1-SIM PPI: alters human SUMO1 binding to SIM partners; inhibition, % at 20 µM; SUMO1 binding to a labelled peptide, TR-FRET, 1 h; hit rate 0.33% among 360,000; in the data active = inhibition above about 37%
# Scp1 inh: Scp-1 (human) phosphatase inhibition; Q9GZU7; Recombinant Scp1, phosphopeptide, malachite green phosphate absorbance; inhibition, % at 20 µM; hit rate 0.88% among 340,000; AID 493091;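 active = inhibition above about 50% at 20 µM, limit read from the data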;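 also: plate controls were DMSO wells with enzyme for no effect and wells lacking enzyme for full effect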
# Target sequence (Q9GZU7 76-261 limits assumed): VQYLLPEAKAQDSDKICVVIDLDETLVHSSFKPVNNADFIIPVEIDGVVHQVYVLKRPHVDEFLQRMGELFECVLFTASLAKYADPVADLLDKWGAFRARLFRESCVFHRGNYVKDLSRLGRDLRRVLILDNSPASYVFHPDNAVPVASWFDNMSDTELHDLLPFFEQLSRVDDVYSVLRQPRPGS
#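 Assay system: SCP-1 catalytic fragment, aa 76-261 | Buffer or medium: Tris acetate buffer pH 5.5 with MgCl2 and Tween-20 | Compound: One concentration, 20 µM, with 1.0% DMSO | Also added: Phospho 17-mer peptide substrate | Signal: Absorbance at 630 nm | Incubation: 45 min enzyme reaction at room temperature | Measure: % inhibition of SCP-1 phosphate liberation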
# * = called active by the depositor; i = inactive; nt = not tested or not shown; + = active, no number.
(1) CC(C)(C)c1ccc(C(=O)NNc2cc(Cl)cc(Cl)c2)cc1
(2) COc1ccc(C(=O)N(C)C2(C)CCS(=O)(=O)C2)cc1OC (centres undefined)
(3) CC(C)(C)OC(=O)N1CCC(NC(=O)c2[nH]c(C(F)(F)F)nc2-c2ccccc2)CC1
(4) COc1ccccc1NC(=O)CSc1nnnn1-c1ccc2c(c1)OCO2
(5) O=C(NCC(c1ccc(F)cc1)N1CCOCC1)c1cccnc1Sc1ccccc1 (centres undefined)
(6) CCC(=O)Nc1c(-c2cccs2)c(=O)c2ccccc2n1C
(7) CCCCn1c(N)c(N(Cc2ccccc2OC)C(=O)CCC(C)C)c(=O)[nH]c1=O
(8) Cn1c(-c2ccccc2)cnc1NCc1ccccc1

Assay by compound	1	2	3	4	5	6	7	8
TbMetRS inhib	4.8	-0.8	0.5	-0.3	0.3	-0.2	-0.2	-1.1
LMPTP inh	0.6	-0.8	-0.8	-0.6	-0.1	-0.6	-0.9	-2.0
CendR NRP1 mod	-5	10	4	-1	-4	10	18	3
Neddyl block	i	i	i	i	i	i	i	i
DNMT1 inh	5	0	3	-2	-3	3	0	0
SKN-1 inh	3	3	14	6	20	-1	10	-8
STEP block	2	-1	0	1	3	3	-2	1
NadD inh	-1	-4	3	-1	-2	3	3	-6
SUMO1-SIM PPI	-6	0	0	-2	8	3	-6	2
Scp1 inh	12	-1	nt	-10	-2	1	-2	4

(9) CCc1nc2c(OCC(=O)c3ccc(F)cc3)cccn2c1N(C)C(=O)c1ccccc1F
(10) CC(C)Oc1ccc(S(=O)(=O)N2CCOCC2)cc1NC(=O)C1COc2ccccc2O1 (centres undefined)
(11) CN(C(=O)/C=C/c1ccco1)c1ccccc1C(=O)O
(12) COc1ccc(Nc2ccc(S(=O)(=O)N3CCCCC3)cc2[N+](=O)[O-])cc1OC
(13) O=C(COC(=O)c1ccco1)Nc1ccccc1
(14) Cc1ccc(-c2ccc(/C=C(\C#N)C(N)=S)o2)c([N+](=O)[O-])c1
(15) O=C(CCNC(=O)c1ccc(Cl)cc1)Nc1ccc(F)cc1F
(16) CCC1=NN2C(=N)/C(=C\c3cccn3-c3ccc(OC)cc3)C(=O)N=C2S1

Assay by compound	9	10	11	12	13	14	15	16
TbMetRS inhib	-0.2	-0.3	-0.5	-0.9	-0.2	1.2	-1.1	0.0
LMPTP inh	-0.3	2.1	1.4	1.7	-2.0	1.7	-1.5	2.5
CendR NRP1 mod	-5	9	-5	-9	9	2	12	-16
Neddyl block	i	i	i	i	i	i	i	i
DNMT1 inh	6	-4	11	-4	0	-22	-2	2
SKN-1 inh	6	0	-8	6	-6	3	-3	3
STEP block	1	2	-1	1	-10	6	0	3
NadD inh	3	-4	-1	-7	4	-4	-2	17
SUMO1-SIM PPI	13	-3	3	-32	0	-16	3	-17
Scp1 inh	nt	-6	16	-2	4	-11	-1	-2

# 7 structures from above, sorted by molecular weight, lowest first.
(13) O=C(COC(=O)c1ccco1)Nc1ccccc1
(8) Cn1c(-c2ccccc2)cnc1NCc1ccccc1
(14) Cc1ccc(-c2ccc(/C=C(\C#N)C(N)=S)o2)c([N+](=O)[O-])c1
(15) O=C(CCNC(=O)c1ccc(Cl)cc1)Nc1ccc(F)cc1F
(7) CCCCn1c(N)c(N(Cc2ccccc2OC)C(=O)CCC(C)C)c(=O)[nH]c1=O
(12) COc1ccc(Nc2ccc(S(=O)(=O)N3CCCCC3)cc2[N+](=O)[O-])cc1OC
(9) CCc1nc2c(OCC(=O)c3ccc(F)cc3)cccn2c1N(C)C(=O)c1ccccc1F

Assay by compound	13	8	14	15	7	12	9
TbMetRS inhib	-0.2	-1.1	1.2	-1.1	-0.2	-0.9	-0.2
LMPTP inh	-2.0	-2.0	1.7	-1.5	-0.9	1.7	-0.3
CendR NRP1 mod	9	3	2	12	18	-9	-5
Neddyl block	i	i	i	i	i	i	i
DNMT1 inh	0	0	-22	-2	0	-4	6
SKN-1 inh	-6	-8	3	-3	10	6	6
STEP block	-10	1	6	0	-2	1	1
NadD inh	4	-6	-4	-2	3	-7	3
SUMO1-SIM PPI	0	2	-16	3	-6	-32	13
Scp1 inh	4	4	-11	-1	-2	-2	nt

# More records follow:
(17) OCc1ccc2c(c1)c(-c1ccc3c(c1)OCCO3)c(-c1ccccc1)n2-c1ccccc1
(18) O=C(CN1CCN(S(=O)(=O)N2CCOCC2)CC1)Nc1ccc(Cl)c(Cl)c1
(19) CCN(C(=O)Cn1c(=O)n2nc(CCn3nc(C)cc3C)nc2c2ccccc21)c1cccc(C)c1
(20) COc1ccc2cc(C(=O)C3CCCN(C(=O)c4cc(=O)n(C)c(=O)n4C)C3)ccc2c1 (centres undefined)
(21) COCCC(=O)N1CCC(Oc2ccc(C(=O)NCc3csc(C)n3)cc2)CC1
(22) COC(=O)c1sc(-c2ccc(C(C)(C)C)cc2)cc1NC(=O)CSCC(=O)O
(23) COc1ccc2[nH]c3c(c2c1)CCN1C(=O)C(CC(=O)NCCCn2ccnc2)C[C@H](C(=O)N2CCCCC2)[C@@]31C (some centres undefined)
(24) CN(C)S(=O)(=O)c1cccc(NC(=O)/C=C/c2ccc(S(=O)(=O)N3CCOCC3)cc2)c1

Assay by compound	17	18	19	20	21	22	23	24
TbMetRS inhib	-0.2	12*	-0.7	1.0	-0.7	0.0	-2.3	0.6
LMPTP inh	3.2	-0.3	-1.2	1.2	-1.3	2.2	-11	-0.3
CendR NRP1 mod	12	2	1	8	1	-25	-7	-14
Neddyl block	i	i	i	nt	i	+	i	i
DNMT1 inh	-17	-1	2	1	1	-2	6	-4
SKN-1 inh	7	-7	-7	3	12	2	-3	10
STEP block	-1	4	1	-1	2	2	0	-2
NadD inh	9	-5	-1	1	8	3	-6	-3
SUMO1-SIM PPI	-27	3	-2	-12	0	-7	-3	-27
Scp1 inh	-14	-2	-6	-5	-3	-2	-1	-13

(25) CN1C(=O)C(CC(=O)Nc2ccc3c(c2)Cc2ccccc2-3)N(C)C1=O (centres undefined)
(26) CCc1ccc(OCCCC(=O)Nc2ccc(N3CCCCC3)cc2)cc1
(27) O=C(NNC(=O)c1cccc(O)c1)Nc1ccc([N+](=O)[O-])cc1
(28) O=C(NC1CCCCC1)NC12CC3CC(CC(C3)C1)C2
(29) CCOc1ccc(C(CN2CCOCC2)C(C)=O)cc1OC (centres undefined)
(30) CC1CN(S(=O)(=O)c2cc(C(=O)NCc3ccncc3)ccc2Cl)CC(C)O1 (centres undefined)
(31) CC(C)(Oc1ccc(C2CC2(Cl)Cl)cc1)C(=O)O (centres undefined)
(32) OC(CNCc1ccc(Cl)cc1)COc1ccccc1 (centres undefined)

Assay by compound	25	26	27	28	29	30	31	32
TbMetRS inhib	-0.9	-1.0	-0.5	-0.8	-1.3	-0.4	-1.0	-0.8
LMPTP inh	-1.2	-0.1	-0.4	1.1	-2.6	-2.2	0.7	-0.5
CendR NRP1 mod	-10	-5	-10	-8	5	1	1	2
Neddyl block	i	i	i	i	i	i	i	i
DNMT1 inh	-3	0	-1	9	-1	2	1	2
SKN-1 inh	14	-26	4	6	7	0	2	-8
STEP block	-2	2	6	1	-1	-2	0	2
NadD inh	1	14	-1	1	5	-2	-1	-2
SUMO1-SIM PPI	1	15	-24	-1	0	20	6	1
Scp1 inh	5	2	-2	-1	nt	6	-6	-4

(33) C=CCn1c(SCc2nc3scc(-c4ccccc4)c3c(=O)[nH]2)nnc1-c1ccccc1F
(34) C#CCN(C[C@H]1[C@H](OC(=O)NCc2ccccc2)[C@H](OC(=O)NCc2ccccc2)C[C@H]2C(=O)N(c3ccccc3)C(=O)[C@@H]12)S(=O)(=O)c1ccc(C)cc1
(35) O=C(NCCCN1CCOCC1)c1cccc(NC(=O)c2ccccc2)c1
(36) Nc1nc2ccccc2n1CCN1CCCC1
(37) COC(=O)NCC(c1ccco1)N1CCN(c2ccc(OC)cc2)CC1 (centres undefined)
(38) COCCN(C(=S)Nc1ccccc1OC)C1CCN(C(C)C)CC1
(39) COc1ccc(/C=N/NC(=O)CN(CCc2ccccc2)S(=O)(=O)c2ccc(NC(C)=O)cc2)cc1OC
(40) CCOC(=O)N1CCC(Nc2c(NCCCN(CC)CC)c(=O)c2=O)CC1

Assay by compound	33	34	35	36	37	38	39	40
TbMetRS inhib	-0.5	-0.6	-1.0	-0.1	-0.3	-0.2	-0.1	0.2
LMPTP inh	0.0	0.5	-1.3	4.5	-2.2	0.0	1.0	-1.6
CendR NRP1 mod	-35	-14	14	2	0	-6	9	-2
Neddyl block	i	i	i	i	i	i	i	i
DNMT1 inh	-1	-5	0	-3	-3	-1	-3	-1
SKN-1 inh	-3	1	2	12	-9	1	11	5
STEP block	-2	2	-1	-2	3	45*	-2	-1
NadD inh	19	35*	-4	-3	-2	-7	0	0
SUMO1-SIM PPI	3	-4	1	3	-1	2	10	-1
Scp1 inh	-22	nt	-2	-6	-12	-4	2	-2

(41) CCNC(=S)Nc1cc(OCC)c(NC(=O)c2ccco2)cc1OCC
(42) COc1ccccc1-c1nnn(CC#N)n1
(43) COC(C[C@H]1O[C@@H]1[C@@H](O)[C@H](C)OCc1ccccc1)OC
(44) CSC[C@H](NC(=O)COc1cc2c(c3oc(=O)cc(C)c13)CCC(C)(C)O2)C(=O)O
(45) O=C1[C@H](O)[C@@H](O)C(=O)N1Cc1ccccc1
(46) COc1ccc(CNC(=O)CN2C(=O)CSc3ccc(S(=O)(=O)N4CCOCC4)cc32)c(OC)c1
(47) O=C(NC12CC3CC(CC(C3)C1)C2)c1cc(F)c(F)cc1Cl
(48) C/C(=N\OCC(=O)NC12CC3CC(CC(C3)C1)C2)c1cc2ccccc2o1

Assay by compound	41	42	43	44	45	46	47	48
TbMetRS inhib	0.4	0.5	-0.2	0.1	-0.4	-0.4	-0.7	-0.1
LMPTP inh	-0.5	-1.6	-1.2	-2.1	-1.5	-1.5	0.6	2.9
CendR NRP1 mod	-2	2	2	-14	1	6	16	8
Neddyl block	i	i	i	nt	i	i	i	i
DNMT1 inh	-4	3	8	1	1	-1	-2	-1
SKN-1 inh	6	1	0	11	-13	11	-10	8
STEP block	-3	0	-2	0	0	-4	6	1
NadD inh	2	0	-4	-3	-1	-4	-1	-7
SUMO1-SIM PPI	4	3	-3	7	0	0	1	-1
Scp1 inh	-2	-6	-6	-10	-6	-5	-8	-7
